CRFBP-R2 block: antagonists of CRF-binding protein/CRF-R2 receptor complex. HEK293 CRF-R2/CRF-BP, CRF-induced calcium fluorescence. inhibition, % at 11.8 µM. hit rate 0.59% among 350,000. AID 588475;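 active means inhibition of the ligand-induced calcium signal above about 50% at the single tested concentration, limit read from the data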
CHRM5 agonist: agonists of human muscarinic M5 receptor (CHRM5); AID 624037; activation, % at 3 µM; hit rate 0.19% among 360,000; P08912; CHO-K1 hM5 cells, Fluo-8 calcium fluorescence; 0% DMSO wells, 100% maximal acetylcholine response;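 active means activation above the run's mean over test compounds plus 3 SD, cut at about 23% in these data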;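 further: signal is peak over basal fluorescence ratio across the kinetic read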
Target sequence (P08912 whole entry, looked up): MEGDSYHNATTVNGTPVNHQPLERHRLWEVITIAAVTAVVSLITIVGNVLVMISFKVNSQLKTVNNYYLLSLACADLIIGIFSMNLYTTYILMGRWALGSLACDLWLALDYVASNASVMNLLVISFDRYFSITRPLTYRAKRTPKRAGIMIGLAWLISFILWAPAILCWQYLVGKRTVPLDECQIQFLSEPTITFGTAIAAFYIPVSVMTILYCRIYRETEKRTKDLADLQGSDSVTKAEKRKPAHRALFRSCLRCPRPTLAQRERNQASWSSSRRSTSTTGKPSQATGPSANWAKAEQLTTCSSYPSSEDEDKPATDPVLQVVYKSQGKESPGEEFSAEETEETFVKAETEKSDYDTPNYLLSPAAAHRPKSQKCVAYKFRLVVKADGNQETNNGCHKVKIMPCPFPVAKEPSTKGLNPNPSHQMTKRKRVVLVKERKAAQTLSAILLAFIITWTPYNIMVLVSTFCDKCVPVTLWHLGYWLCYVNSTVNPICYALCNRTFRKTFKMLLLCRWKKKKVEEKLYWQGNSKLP
M4 ag: agonists of human muscarinic M4 receptor (CHRM4); CHO-K1 hM4/Gqi5, Fluo-8 calcium fluorescence; vehicle 0%, full acetylcholine response 100%; hit rate 0.14% among 360,000; activation, % at 3 µM;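 active means activation above the run mean over all test wells plus 3 SD, cut at about 32% in these data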;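 further: peak over basal fluorescence ratio per well then scaled between controls; 0% = DMSO wells and 100% = acetylcholine at EC100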
Target sequence (P08173 whole entry, looked up): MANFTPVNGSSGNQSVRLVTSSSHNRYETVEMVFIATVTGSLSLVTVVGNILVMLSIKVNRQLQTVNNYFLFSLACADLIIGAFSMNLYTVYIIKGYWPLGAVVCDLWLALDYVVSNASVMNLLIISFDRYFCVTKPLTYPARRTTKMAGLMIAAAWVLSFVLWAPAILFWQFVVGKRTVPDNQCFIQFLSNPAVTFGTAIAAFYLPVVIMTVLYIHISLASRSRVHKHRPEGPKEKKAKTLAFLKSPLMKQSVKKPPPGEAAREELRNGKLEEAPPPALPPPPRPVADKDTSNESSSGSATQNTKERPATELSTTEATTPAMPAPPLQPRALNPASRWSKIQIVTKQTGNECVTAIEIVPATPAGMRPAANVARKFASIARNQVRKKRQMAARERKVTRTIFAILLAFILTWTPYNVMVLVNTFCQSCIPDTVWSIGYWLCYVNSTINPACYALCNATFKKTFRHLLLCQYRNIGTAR
M5 antag: antagonists of human muscarinic M5 receptor (CHRM5). inhibition, % at 3 µM. hit rate 0.59% among 360,000. CHO-hM5 cells, Fluo-8 calcium fluorescence, ACh EC80. P08912;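 active means inhibition above a per-plate cutoff, the mean of that plate's test compounds plus 3 SD, cut at about 27% in these data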;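 further: 0% = acetylcholine EC80 with DMSO and 100% = DMSO without agonist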
IDE cell inh: cellular human IDE inhibition. HEK cells, FAbetaB cleavage, fluorescence polarization. inhibition, % at 5.59 µM. hit rate 0.41% among 320,000. AID 434962;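 active means percent inhibition above the average of all tested compounds plus 3 SD, set per screening campaign, cut at about 16% in these data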;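 further: IDE supplied by intact live HEK cells; FP after avidin binding of uncleaved biotin substrate so inhibition keeps polarization high; 0% = DMSO wells and 100% = 60 µM reference IDE inhibitor Ii1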
M5 PAM: CHRM5 positive allosteric modulation; P08912; CHO-K1 hM5, Fluo-8 calcium, ACh EC20 PAM; 0% = ACh EC20, 100% = ACh EC100; activation, % at 3 µM; hit rate 0.3% among 360,000; AID 624038;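 active means activation above the run cutoff, the mean activation of all test compounds plus 3 SD, cut at about 18% in these data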
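system = human M5 receptor in CHO-K1 cells | compound = one concentration, 3 µM final (nominal) | schedule = Post-acetylcholine fluorescence recording 140 s | signal = Fluo-8 calcium dye fluorescence, kinetic read | benchmarks = low control EC20 acetylcholine (0%), high control EC100 acetylcholine (100%) | repeats = singlicate, one well per test compound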
M4 antag: CHRM4 antagonism in calcium assay; hit rate 0.73% among 360,000; AID 624125; CHO-hM4 cells, ACh EC80, Fluo-8 calcium fluorescence; inhibition, % at 3 µM; P08173;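 active means inhibition above its plate's cutoff, the mean inhibition of sample wells plus 3 SD, cut at about 27% in these data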;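 further: 0% = acetylcholine EC80 with DMSO and 100% = DMSO without agonist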
M4 PAM: potentiates acetylcholine response at human M4 receptor; P08173; CHO-K1 hM4/Gqi5, Fluo-8 calcium fluorescence, ACh EC20; 0% = ACh EC20, 100% = maximal ACh; activation, % at 3 µM; hit rate 0.4% among 360,000;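 active means activation above its plate's cutoff, the mean activation of sample wells plus 3 SD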; further: some results filed as inactive read as strong as hits
CRFBP-R2 agonist: CRF-BP/CRF-R2 complex agonism. activation, % at 13.2 µM. hit rate 0.46% among 350,000. HEK293 CRF-R2/CRF-BP, calcium dye fluorescence (FLIPR); percent of saturating CRF peptide response. AID 588473;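 active means activation of at least 50%, plus an integration ratio under a set limit after plate pattern correction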;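 further: plate controls were neutral control wells without compound for no effect and CRF at EC100 for full effect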
* = called active by the depositor; x = no result given; & = joins results of further samples.

SMILES | CRFBP-R2 block | CHRM5 agonist | M4 ag | M5 antag | IDE cell inh | M5 PAM | M4 antag | M4 PAM | CRFBP-R2 agonist
Cc1n[nH]c(C)c1C(=O)CC1(O)C(=O)N(CCc2ccccc2)c2ccc(Cl)cc21 (stereo unspecified) | -17 | 1 | 6 | -1 | 9 | -6 | -2 | 1 | -1.9
O=C(/C=C/c1ccccc1)N/C(=C/c1ccccc1)C(=O)Nc1ccc(C(=O)O)cc1 | -22 | -2 | 0 | 4 | 9 | -5 | 1 | 7 | -1.5
CCN(CC(=O)Nc1ccc(NC(C)=O)cc1)C(=O)c1cc(CN2C(=O)c3ccccc3C2=O)ccc1OC | 1 | 2 | 2 | 8 | 4 | 2 | 0 | -1 | -0.1
O=C1OCCC1Sc1nnc(-c2cccs2)n1Cc1ccccc1 (stereo unspecified) | -16 | -2 | 2 | 10 | -1 | -3 | 2 | 8 | -0.6
Cc1occc1C(=O)Nc1ccc(S(=O)(=O)N2CCN(C)CC2)cc1 | -18 | -2 | 1 | -4 | 2 | 6 | 9 | 9 | -2.2
CCNc1c([N+](=O)[O-])c(=O)oc2ccccc12 | 7 | -2 | 0 | 1 | 6 | 2 | 5 | -1 | 0.2
COc1ccc(OC)c(NC(=O)CSc2nncc3ccccc23)c1 | 13 | -1 | 2 | -20 | 0 | 8 | 4 | -1 | -0.5
C=CCn1c(-c2cccc(OC)c2OC)n[nH]c1=S | 10 | 12 | 7 | 6 | 0 | -7 | 2 | -4 | -0.6
CC1(C)ON=C(c2ccc(C(F)(F)F)cc2)NC1=O | x | -3 | 2 | -2 | x | 0 | 2 | 6 | x
CCNc1nc(Oc2ccc(C(=O)OCC)cc2)nc(SC)n1 | -3 | -3 | -2 | -4 | 2 | -1 | 3 | -8 | 0.7
O=C(CSc1nnc(-c2ccc(O)cc2)o1)NNC(=O)c1ccncc1 | 0 | -3 | 0 | 1 | -1 | 2 | -14 | 2 | -0.4
O=C(Nc1ccc2oc(=O)c(C(=O)O)cc2c1)Oc1ccccc1 | -8 | 3 | 1 | 6 | x | -8 | -8 | 6 | 0.8
O=C(COC(=O)CCN1C(=O)C2CC=CCC2C1=O)Nc1ccc([N+](=O)[O-])cc1 (stereo unspecified) | -1 | 7 | 5 | 0 | -1 | -5 | -9 | 3 | 1.1
CCOC(=O)CC(C)(C)/C(C)=N/Nc1ccc([N+](=O)[O-])cc1[N+](=O)[O-] | -15 | 5 | 8 | 11 | 5 | -10 | 4 | -3 | -1.0
CC(=O)NS(=O)(=O)c1ccc(NC(=O)CC23CC4CC(CC(Br)(C4)C2)C3)cc1 | 2 | -1 | 0 | 14 | 0 | 1 | -1 | 2 | 1.6
Cc1ccnc(NC(=O)c2ccccc2NC(=O)c2ccc(Cl)cc2Cl)c1 | -22 | -1 | 1 | 13 | -3 | 2 | 1 | -1 | 0.7
CC1(C)Cc2cccc(OCC(O)CN3CCN(c4ccccn4)CC3)c2O1 (stereo unspecified) | 0 | -5 | 3 | -5 | x | -1 | -6 | 8 | -1.9
CCCc1c(C(=O)N/N=C/c2ccc(C)o2)nnn1-c1nonc1N | -3 | 2 | 3 | 5 | x | -7 | -16 | -2 | 3.2
CCOC(=O)C(C)(C)n1nnc(-c2ccc([N+](=O)[O-])cc2)n1 | 14 | -2 | 1 | -2 | 10 | 7 | -11 | 4 | 0.9
CN1CCN(CC(=O)Nc2cc(N3CCOCC3)ccc2[N+](=O)[O-])CC1 | 12 | -1 | 0 | -4 | -5 | 7 | -2 | -6 | -0.7
COCCCNC(=S)N1CCN(C(c2ccccc2)c2ccccc2)CC1 | 11 | -9 | 2 | 2 | x | -4 | 3 | -11 | -2.5
COCCN(C(=O)CC1C(=O)NCCN1CC(c1ccccc1)c1ccccc1)C(C)C (stereo unspecified) | -3 | -1 | 0 | 0 | -1 | 1 | -6 | 3 | -2.8
O=C(CC1SC(=NCC2CCCO2)NC1=O)Nc1cccc2ccccc12 (stereo unspecified) | 25 | -2 | 0 | 11 | 2 | -1 | 5 | 8 | -2.5
CCCCC(CC)C(=O)Nc1ccc(Cl)cn1 (stereo unspecified) | 9 | -2 | -3 | -12 | 3 | 2 | 4 | 0 | 1.0
C=CCn1c(SCC(N)=O)nnc1-c1cnccn1 | 5 | 4 | 1 | -3 | 2 | 5 | -9 | 2 | 4.2
CSc1ccccc1NC(=O)COc1ccc(S(=O)(=O)N2CCCC2)cc1 | 11 | -4 | 2 | 1 | -5 | 0 | 12 | -9 | -4.0
NC(=O)c1ccc(-n2c(CCC(=O)O)ccc2-c2cccs2)cc1 | 9 | -4 | 1 | 1 | -6 | -5 | -2 | 4 | 0.5
C[C@H](CCC(=O)NCC(=O)O)[C@H]1CC[C@H]2[C@@H]3[C@H](O)C[C@@H]4C[C@H](O)CC[C@]4(C)[C@H]3C[C@H](O)[C@]12C | 1&2&-14 | 2&0&2 | 1&1&1 | -2&4&7 | 0&3&7 | 3&-2&-6 | 6&-7&3 | -4&4&-1 | 0.7&-0.5&1.2
CCOc1cc(S(=O)(=O)NC2CC2)c(OCC)cc1-n1cnnn1 | 2 | 2 | 1 | -2 | 2 | 4 | -4 | 7 | -1.9
O=C(CN1C2=NCCCN2c2ccccc21)c1ccc2c(c1)OCO2 | 1 | -5 | 2 | -3 | 5 | 1 | 9 | -7 | 0.7
O=C(CCNS(=O)(=O)c1cccc2nonc12)Nc1ccc(Cl)cc1 | -3 | -2 | 4 | 8 | 2 | -5 | -16 | -2 | -1.3
Cc1ccn2cc(C(=O)Nc3cccc(C(=O)NC4CC4)c3)nc2c1 | 7 | 5 | 4 | -2 | x | 6 | 7 | 3 | -2.4
CSCCC(NC(=O)c1ccccc1Br)C(=O)NCC(C)(C)N1CCOCC1 (stereo unspecified) | 1 | 1 | 0 | 4 | -2 | 4 | -1 | -3 | 0.6
CSC(=NC#N)N1CCN(c2ccc([N+](=O)[O-])cc2)CC1 | 31 | 1 | 6 | 8 | -5 | -8 | -4 | -4 | 2.9
C=C1CCN([C@@H](Cc2ccccc2)C(=O)NCCC(C)C)S(=O)(=O)c2ccccc21 | 7 | -1 | 4 | -3 | -4 | -1 | -11 | 4 | 0.5
C#CCOCCOCCOCCNc1nc(N2CCN(C(=O)CCCCCCCCCCNC(=O)[C@H](CCCCN)n3cc(CCO)nn3)CC2)nc(N2CCN(C(=O)CCCCCCCCCCNC(=O)[C@@H]([C@H](C)O)n3cc(C)nn3)CC2)n1 | -26 | 3 | 13 | -15 | 6 | 5 | -17 | 9 | 10
O=C(NCc1cccc(C(F)(F)F)c1)c1cccc2c1C(=O)c1ccc(N3CCC(Cc4ccccc4)CC3)cc1S2(=O)=O | -49 | 12 | 12 | 13 | 2 | 0 | 3 | -4 | 67*
CC1CCN(C(=O)CNC(=O)c2ccc(Br)o2)CC1 | 13 | -3 | 3 | -2 | 2 | 14 | -19 | 15 | 1.6
COc1cc(-c2nnc(-c3ccccc3)o2)cc(OC)c1OC | -2 | -7 | 6 | -5 | 0 | -7 | -10 | -4 | -2.2
COc1ccc(C(NC(=O)C2C3C=CC(C3)C2C(=O)O)c2ccccc2)cc1 (stereo unspecified) | 4 | -4 | 1 | -2 | 2 | 1 | -14 | 5 | -1.9

Some of these compounds in order of length of the SMILES, ascending:
SMILES | CRFBP-R2 block | CHRM5 agonist | M4 ag | M5 antag | IDE cell inh | M5 PAM | M4 antag | M4 PAM | CRFBP-R2 agonist
O=C(Nc1ccc2oc(=O)c(C(=O)O)cc2c1)Oc1ccccc1 | -8 | 3 | 1 | 6 | x | -8 | -8 | 6 | 0.8
O=C(CCNS(=O)(=O)c1cccc2nonc12)Nc1ccc(Cl)cc1 | -3 | -2 | 4 | 8 | 2 | -5 | -16 | -2 | -1.3
C[C@H](CCC(=O)NCC(=O)O)[C@H]1CC[C@H]2[C@@H]3[C@H](O)C[C@@H]4C[C@H](O)CC[C@]4(C)[C@H]3C[C@H](O)[C@]12C | 1&2&-14 | 2&0&2 | 1&1&1 | -2&4&7 | 0&3&7 | 3&-2&-6 | 6&-7&3 | -4&4&-1 | 0.7&-0.5&1.2

(next part)
SMILES | CRFBP-R2 block | CHRM5 agonist | M4 ag | M5 antag | IDE cell inh | M5 PAM | M4 antag | M4 PAM | CRFBP-R2 agonist
CC(=O)N1c2ccccc2N=C(c2ccc(C(F)(F)F)cc2)C1C(=O)NC1CCCC1 (stereo unspecified) | x | -2 | 10 | 7 | x | -9 | -14 | 3 | x
O=C(NCCS(=O)(=O)NC1CCCC1)c1ccc(F)cc1 | 3 | -1 | 0 | 6 | -5 | 0 | 2 | 1 | -0.8
O=C(Nc1cccc(-c2nn[nH]n2)c1)c1csc2c1CCCC2 | -3 | -5 | -1 | 3 | 8 | 5 | -2 | 10 | -0.1
O=C(Nc1nc2cc3c(cc2s1)OCCO3)C1=COCCO1 | 6 | 20 | 7 | -1 | 2 | 0 | -19 | -3 | -3.0
Cc1cc2nc(-c3ccc(SCc4ccc(C(=O)O)cc4)nc3)[nH]c2cc1C | 9 | -1 | 2 | 7 | 3 | -10 | 0 | -2 | -0.6
C[C@@H]1CN([C@H](C)CO)C(=O)CCCn2cc(nn2)CO[C@H]1CN(C)C(=O)Nc1ccccc1 | 9 | -1 | -1 | 8 | x | -2 | -5 | -1 | 0.4
Cc1cc(=O)c(C(=O)Nc2cccc(C(=O)NC3CC3)c2)nn1-c1ccccc1 | -8 | 1 | 1 | -3 | x | 0 | -10 | 5 | -0.4
Cc1ccc(N2C(=O)CCC2(C#N)c2ccccc2)cc1 (stereo unspecified) | 8 | -18 | 0 | 18 | 4 | -12 | 8 | -28 | -2.0
COc1cc(S(=O)(=O)n2nnc3ccccc32)c(OC)cc1Cl | 34 | -3 | 1 | 3 | 3 | -11 | 6 | -1 | -3.1
CN(C/C=C/c1ccccc1)Cc1cccc2ccccc12 | -7 | -1 | 0 | 8 | -1 | -5 | 4 | -6 | 2.3
Cc1cccc(Cl)c1NC(=O)NCCCN1CCCCC1C (stereo unspecified) | x | -3 | 0 | -1 | x | 9 | 4 | 3 | x
CCc1ccc(N=C2NC(=O)/C(=C/c3cc(Br)c(OCC(=O)O)c(OC)c3)S2)cc1 | 24 | -5 | 0 | -4 | 3 | 4 | -15 | 9 | 0.2
C/C(=N\NC(=O)c1cccnc1)c1cc2ccccc2o1 | 2 | -2 | 2 | 4 | 2 | 1 | 0 | -3 | -0.1
COc1cccc(C(C)(O)c2nc(-c3cncnc3)cs2)c1 (stereo unspecified) | x | 2 | 1 | 2 | x | -5 | -14 | -2 | x
CCCNS(=O)(=O)c1cc(Cl)ccc1OC | -4 | -2 | 0 | 6 | 2 | -1 | 2 | 3 | -0.7
COCOCCn1cc(CN2CCS(=O)(=O)N(Cc3ccc(-c4ccc(Cl)nc4)cc3)C(CC(C)C)C2=O)nn1 (stereo unspecified) | -2 | 2 | 12 | 10 | x | -7 | -10 | -10 | -1.1
COc1ccc(CN(C(=O)c2snc(C(N)=O)c2N)C(CC(C)C)C(=O)NC2CCCCC2)cc1 (stereo unspecified) | -5 | -1 | 7 | -11 | 2 | 5 | 3 | -9 | 0.5
C=CCNC(=S)/N=c1/ccccn1Cc1ccccc1 | 14 | -16 | 0 | 9 | -6 | -5 | 12 | -6 | 0.1
COc1cccc(C2CC(c3c(Cl)cccc3Cl)n3nc(N)nc3N2)c1 (stereo unspecified) | -23 | 1 | 2 | 16 | 2 | -8 | 6 | -4 | -0.5
Cc1ccc(CNC(=O)CC[C@H]2O[C@@H](n3cc(C)c(=O)[nH]c3=O)C[C@@H]2O)o1 | x | 2 | 2 | -5 | x | -4 | 4 | -1 | x

Screening data from PubChem BioAssay.
